Compound activity (PubChem)
H69AR growth 86K: blocks growth of human H69AR lung tumor cells; viability, % at 10 µM; hit rate 6% among 85,000; H69AR lung tumor viability, ATP luminescence, 72 h; stronger effect = lower value; AID 598;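 active = viability at or below 40%; inactive = viability above 40%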;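 also: multidrug resistant small cell line overexpressing MRP-1 efflux transporter; 100% = mean luminescence of untreated control wells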
Lung fibro prol: blocks proliferation of human lung fibroblasts; LL 47 human lung fibroblast viability, ATP luminescence; stronger effect = lower value; viability, % at 10 µM; hit rate 1.1% among 85,000; AID 719;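 active = viability at or below 50% in the single dose screen; inactive = viability above 50%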;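 also: compound exposure lasted 72 h before the ATP readout; 100% = median luminescence of untreated cell-only wells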
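Test system: LL 47 human lung fibroblasts; Quantity: 1,150 cells/well; Buffer or medium: IMEM plus 15% FBS; Dosing: tenfold compound dosing solution, DMSO at 0.1%; Timing: overnight cell rest, 72 h compound treatment at 37 °C; Detection: ATP-based CellTiter-Glo luminescent readout; Read-out basis: viability percentage against median untreated-cell control; Controls: cell-only wells, no compound.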
PostGolgi ctrl: inhibits growth of the yeast control strain | efflux-deficient yeast background strain, growth absorbance A615, 16 h | inhibition, % at 10 µM | hit rate 5% among 98,000; in the data active = inhibition above about 30%
HUVEC prolif 384: blocks proliferation of human endothelial cells. HUVEC proliferation, CellTiter-Glo luminescence, 72 h; stronger effect = lower value. viability, % at 10 µM (by protocol). hit rate 1.1% among 86,000. AID 648;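 active = viability at or below 30%; inactive = viability above 30%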;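 also: 100% = median luminescence of DMSO-only cell control wells on each plate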
S1P2 antag: antagonists of human S1P2 receptor; inhibition, % at 5 µM; hit rate 0.21% among 97,000; AID 736; cell-based S1P2 antagonist assay, inhibition at 5 uM; O95136; in the data active = inhibition above about 45%;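 also: CRE beta-lactamase reporter cells expressing human S1P2 stimulated with S1P; 0% = agonist at EC80 alone and 100% = agonist plus reference antagonist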
S1P2 agonist: S1P2 (human) receptor agonism. O95136. hit rate 0.46% among 97,000. AID 729. activation, % at 4.5 µM. S1P2-expressing cell line, agonist reporter read-out; in the data active = activation above about 16%;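 also: 0% = vehicle low control and 100% = maximal reference agonist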
PTPN22 act: activators of human LYP (PTPN22) phosphatase. Q9Y2R2. recombinant LYP, DiFMUP fluorescence; 0 = plate median, 100 = signal doubled. activation, % at 2 µM. hit rate 0.11% among 96,000;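 active = activation at 2 µM above a set limit, the mean plus 5 SD, cut at about 37% in these data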
Target sequence (Q9Y2R2 whole entry, looked up): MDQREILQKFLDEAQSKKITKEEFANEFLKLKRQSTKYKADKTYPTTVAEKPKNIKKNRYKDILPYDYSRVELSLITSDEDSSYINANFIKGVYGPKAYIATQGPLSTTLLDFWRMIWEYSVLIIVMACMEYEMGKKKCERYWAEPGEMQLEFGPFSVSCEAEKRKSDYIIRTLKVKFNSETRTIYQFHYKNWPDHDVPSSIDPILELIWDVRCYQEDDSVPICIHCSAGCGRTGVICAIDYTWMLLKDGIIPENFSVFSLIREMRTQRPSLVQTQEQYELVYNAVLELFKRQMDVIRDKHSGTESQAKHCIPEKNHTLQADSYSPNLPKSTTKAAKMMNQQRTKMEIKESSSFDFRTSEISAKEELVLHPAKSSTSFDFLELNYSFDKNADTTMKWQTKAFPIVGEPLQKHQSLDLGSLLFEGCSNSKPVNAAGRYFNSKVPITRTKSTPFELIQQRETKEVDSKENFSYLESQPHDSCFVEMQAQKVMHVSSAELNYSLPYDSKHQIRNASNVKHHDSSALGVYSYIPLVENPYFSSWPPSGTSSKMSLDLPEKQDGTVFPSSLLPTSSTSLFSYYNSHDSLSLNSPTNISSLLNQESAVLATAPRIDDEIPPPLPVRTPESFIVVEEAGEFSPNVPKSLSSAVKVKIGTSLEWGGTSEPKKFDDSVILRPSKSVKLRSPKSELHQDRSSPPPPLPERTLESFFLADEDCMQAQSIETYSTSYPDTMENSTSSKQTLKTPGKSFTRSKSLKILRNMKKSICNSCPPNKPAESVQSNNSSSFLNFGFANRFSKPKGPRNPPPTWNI
sEH activator: increases human soluble epoxide hydrolase activity. purified human sEH enzymatic activity, activator screen. activation, % at 2 µM. hit rate 0.04% among 91,000. AID 717; in the data active = activation above about 37%; also: values of inactives mirror those of a sister screen read the other way
sEH inh: blocks human soluble epoxide hydrolase activity. AID 707. inhibition, % at 2 µM. recombinant human sEH enzymatic activity assay. hit rate 0.34% among 91,000; in the data active = inhibition above about 80%; also: values of inactives mirror those of a sister screen read the other way; many of its hits are not listed in these tables
* marks the source's active call; other numbers are inactive results; · = not tested or not shown.

smiles	H69AR growth 86K	Lung fibro prol	PostGolgi ctrl	HUVEC prolif 384	S1P2 antag	S1P2 agonist	PTPN22 act	sEH activator	sEH inh
Cn1c(CN2CCCC2)nc2cc(NC(=O)c3ccco3)ccc21	90	99	-2	94	3	1	8	-3	6
O=S(=O)(NCCOCC(F)(F)C(F)F)c1ccc2oc3ccccc3c2c1	77	85	41*	77	-7	-7	-18	-2	1
COc1ccc(NC(=O)C2CCCO2)cc1 (configuration not stated)	98	96	·	86	-5	-3	9	-3	3
Cc1c(NS(=O)(=O)c2ccc3c(c2)CCN3C(=O)C2CC2)c(=O)n(-c2ccccc2)n1C	92	101	-2	110	14	-6	15	·	·
O=C1NC(Cc2c[nH]c3ccccc23)C(=O)N1CCOc1ccccc1 (configuration not stated)	94	92	6	97	13	-6	12	-7	6
CCc1nnc(N/N=C/c2ccccc2Cl)n1N	·	·	26	·	6	-7	4	-2	4
CC(/C=N/NC(=O)c1ccncc1)=C\c1ccccc1	·	·	-8	·	19	-10	-11	-53	53
COC(=O)C1(c2ccccc2)NC(c2cccs2)C2C(=O)N(c3ccccc3)C(=O)C21 (configuration not stated)	81	99	·	111	5	-6	8	12	-6
CCc1nc2ccccc2c(NC(=O)CN2CCC(C)CC2)c1C	64	96	3	101	0	-8	-3	0	-1
Nc1nnc(-c2ccc(Cl)cc2)s1	93	110	-5	72	-17	-4	0	3	-1
OC(CN1C2=NCCN2c2ccccc21)c1ccc2c(c1)OCO2 (configuration not stated)	79	86	6	98	7	-4	0	·	·
CCSC1=N/C(=C\c2ccc(C(=O)O)cc2)C(=O)S1	82	100	1	91	12	-2	2	6	-7
Cc1cc(C)c2c(CC(=O)Nc3nccs3)coc2c1	103	82	6	71	15	-3	4	-8	7
Nc1cc(N)nc(SCCOc2ccccc2F)n1	100	107	6	106	·	·	·	·	·
CCC(C)(C)NC(=O)C(c1ccco1)N(C(=O)c1csnn1)c1cccc(F)c1 (configuration not stated)	96	99	11	93	1	-8	4	13	-12
Brc1ccc(-c2noc(COc3ccc4c(c3)CCC4)n2)o1	89	95	10	99	·	·	·	·	·
COc1ccc(-n2c(Cc3cccn3C)nnc2SCC(=O)Nc2cccc(F)c2)cc1	84	96	6	87	·	·	·	·	·
CN(C)c1ccc(C(=S)N2CCOCC2)cc1	97	102	0	95	-13	-3	-1	14	-15
Cc1ccc(S(=O)(=O)N2CCCC2C(=O)n2nc(C)cc2C)cc1 (configuration not stated)	69	98	5	95	9	-1	-6	-12	9
Cc1nn(C(C)C(=O)NCc2ccccc2Cl)c(=O)c2c1sc1ccccc12 (configuration not stated)	106	99	55*	107	1	-7	-7	9	-10
COc1ccc(CNc2ncnc(N)n2)cc1	89	99	0	88	7	-8	0	-4	6
CC(C)c1nc(SCC(=O)Nc2ccc3c(c2)OCCO3)c2c(=O)n(C)c(=O)n(C)c2n1	31*	106	26	75	0	0	-1	7	-5
CCOC(=O)N1CCN(C(=O)c2cnsn2)CC1	95	104	18	103	2	-1	8	-2	1
CCOc1cc(-c2noc(CCC(=O)N3CCOCC3)n2)ccc1OC	91	101	-6	99	36	-2	3	13	-12
N#Cc1nc(-c2ccc(OCc3ccccc3)cc2)oc1NCCCN1CCOCC1	44	71	14	37	16	-3	10	9	-10
COC(=O)c1sc(NC(=O)COc2ccc(C)cc2)nc1C	84	98	11	88	5	-7	-1	19	-19
COc1ccc(C2C(C#N)=C(C)NC3=C2S(=O)(=O)c2ccccc23)cc1 (configuration not stated)	101	93	·	78	-14	4	0	12	-9
Cn1c(=O)n(C/C=C/c2ccccc2)c(=O)c2c1nc1n2CCCN1c1ccc(F)cc1	107	101	31*	62	·	·	·	·	·
Cc1nnc(NC2(C(F)(F)F)C(=O)Nc3c2c(=O)n(C)c(=O)n3C)s1 (configuration not stated)	·	108	-3	100	26	8	7	22	-28
CCOC(=O)c1oc2cccc(O)c2c1CN1CCOCC1	98	99	-4	101	-84	9	1	4	-1
CN(N)c1nc(-c2ccccc2)nnc1C(F)(F)F	·	·	3	·	-14	-2	8	-4	2
COc1ccc2cc(C(=O)NCC(=O)O)sc(=O)c2c1OC	103	102	6	107	14	-5	9	-6	9
O=S(=O)(c1cccs1)N1CN(Cc2ccc(Cl)cc2)c2nc3ccccc3nc21	·	·	22	·	-2	-3	-1	2	-2
O=S(=O)(c1ccccc1Cl)N1CCCC1c1nc(-c2ccc(Cl)cc2)no1 (configuration not stated)	·	·	27	·	10	-5	7	-7	9
Cc1cc(C(=O)CSc2ccc(Cl)cc2)cc(C)c1OC(=S)N(C)C	79	96	0	92	2	-7	17	-13	12
Cc1cc(C)n2nc(SCn3nnc4ccccc4c3=O)nc2n1	91	93	6	95	-21	4	-3	·	·
CCCC(=O)NNC(=O)Nc1ccccc1	·	·	-5	·	7	-7	2	-8	9
COc1ccc(/C=C\C(=O)c2c(O)ccc3c(C)cc(=O)oc23)cc1OC	·	·	28	·	-19	-4	-6	-2	4
O=C(CCN1C(=O)COc2ccccc21)NCc1ccco1	88	108	-3	108	·	·	·	·	·
O=C(Nc1ccc2c(c1)OCO2)C1CCCN(c2nc3ccccc3s2)C1 (configuration not stated)	·	·	11	·	2	-5	-1	-58	58
CCc1ccc2[nH]c(=O)c(CN(CCCN3CCOCC3)C(=O)Nc3ccccc3)cc2c1	65	95	4	73	11	-7	10	-7	8
FC(F)(F)c1cccc(Cn2nnnc2-c2ccc(Cl)cc2)c1	·	·	21	·	14	-9	0	-9	12
O=C(c1cccc(Cl)c1)N1CCN(Cc2ccccc2F)CC1	92	103	-3	98	6	-6	-10	-6	8
Cc1ccc(S(=O)(=O)N2CCCN(S(=O)(=O)c3ccc(C(F)(F)F)cc3)CC2)cc1	48	49*	8	60	12	-3	2	21	-22
COc1cccc(-c2nnc(SCC(=O)OC(C)C)n2N)c1	103	73	-6	106	5	-3	5	1	-2
CCC(c1nnnn1CCOC)N1CCN(Cc2ccccc2)CC1 (configuration not stated)	94	99	31*	90	-9	-4	-4	0	5
Cc1ccc(C(=O)CCC(=O)Nc2cccc(C(F)(F)F)c2)cc1C	·	·	·	·	24	1	-5	-16	19
C=CCn1c(Cc2cccs2)nnc1SCC(=O)Nc1ccc(OC)c(OC)c1	97	104	-1	99	6	-2	-11	-6	7
Cc1nnc2sc(-c3cccc(NC(=O)c4ccc(-c5cccc(Cl)c5)o4)c3)nn12	·	98	·	74	8	-3	-17	-3	-2
CCOC(=O)CSc1nnc(Cc2ccc(OC)cc2)n1-c1ccccc1	112	103	1	96	10	0	-2	-10	6
COc1ccc(OC)c(NC(=O)CSc2nc(N)c(-c3ccccc3)c(=O)[nH]2)c1	86	103	7	93	-31	-2	8	-15	14
Cc1ccc2[nH]c(=O)c(CN(CC3CCCO3)S(=O)(=O)c3cccc4nsnc34)cc2c1 (configuration not stated)	·	101	-6	79	12	-4	-13	4	-4
COc1ccc(N2CCN(C(=O)CSc3ccccc3)CC2)cc1	101	99	13	112	-13	-9	-9	-8	9
COc1ccc(NS(=O)(=O)c2cccc(C(=O)OCC(=O)Nc3cc(C)on3)c2)cc1	108	102	42*	105	1	-6	-6	-2	1
CC1(C)OC(=O)C(=NNc2ccc(Cl)cc2)C(=O)O1	·	·	9	·	-9	-8	8	2	-2
CCc1nnc(NC(=O)CSc2nc3ccccc3s2)s1	91	98	17	109	-13	-3	1	3	0

(list continues)
smiles	H69AR growth 86K	Lung fibro prol	PostGolgi ctrl	HUVEC prolif 384	S1P2 antag	S1P2 agonist	PTPN22 act	sEH activator	sEH inh
O=C(CC1SC(N2CCCCC2)=NC1=O)Nc1cccc(C(F)(F)F)c1 (configuration not stated)	106	97	9	93	13	-2	-8	4	0
Nc1nc(-c2ccccc2)cs1	82	102	-2	84	1	-6	8	-6	2
COC(=O)Cn1c(=NC(=O)C(C)C)sc2c(C)cc(C)cc21	83	96	11	86	-20	-7	13	·	·
COc1ccc2[nH]c(C)c(C(=O)CN3CCN(C/C=C/c4ccccc4)CC3)c2c1	76	90	8	63	27	-11	6	12	-10
COc1ccc(CCNC(=O)c2ccc(CS(=O)(=O)c3ccc(Cl)cc3)o2)cc1OC	83	97	2	87	25	-11	-3	-13	15
Cc1ccc2c(c1)C1CN(C)CCC1N2CC(=O)N(C)c1ccccc1 (configuration not stated)	105	104	17	104	·	·	·	·	·
Cc1cc(C)n(/N=C/c2c[nH]c3ccccc23)c(=O)c1C#N	77	96	19	87	-3	-4	32	3	-7
O=C(COC(=O)c1cccs1)c1ccccc1	90	99	6	90	3	-4	-10	7	-6
O=c1[nH]nc(Cc2ccccc2)c2ccccc12	110	97	3	85	0	-6	2	3	-6
Cc1ccc(CNC(=O)C2CC(c3ccccc3[N+](=O)[O-])=NO2)cc1 (configuration not stated)	·	·	12	·	23	-4	-9	-4	2
COCCN1C(=O)C(=O)/C(=C(/O)c2cccc(OC)c2)C1c1ccc(C)o1 (configuration not stated)	89	103	-4	101	18	-6	-1	-6	6
O=C(NCc1ccc2c(c1)OCO2)c1ccc(NC(=O)C2CCCO2)cc1 (configuration not stated)	101	95	10	96	·	·	·	·	·
COc1ccccc1Oc1ccccc1C(=O)O	93	93	20	94	-22	2	4	1	-3
CCCCn1c(/N=C/c2c[nH]c3ccccc23)nc2ccccc21	1.9*	83	18	60	7	-9	8	-3	6
CN(CCCNC(=O)C1CCN(S(=O)(=O)c2cccc3nsnc23)CC1)Cc1ccccc1	88	91	6	90	11	0	3	3	-5
O=P(Cc1ccncc1)(c1ccccc1)c1ccccc1	98	98	-1	92	-20	-5	-17	-3	0
CCOC(=O)Nc1sc(=S)n(C)c1C	88	102	5	103	11	-4	6	-2	1
CCCc1cc(=O)[nH]c(SCCOc2ccc(OCC)cc2)n1	105	101	11	99	-14	0	-6	-8	7
COc1cc(-c2nnc(SCc3cccnc3)n2C)cc(OC)c1O	85	106	7	103	10	-6	-4	-1	-1
CCC1CCCCN1C(=O)CSc1nnc(CNC(=O)c2cc(OC)c(OC)c(OC)c2)o1 (configuration not stated)	87	109	-3	84	-35	-4	-2	-1	3
CC(NC(=O)c1cncc(Br)c1)c1ccc(S(N)(=O)=O)cc1 (configuration not stated)	87	109	6	100	19	0	-4	10	-12
COc1ccccc1OCc1ccc(C(=O)NCc2ccco2)o1	96	106	6	93	17	0	-6	6	-8
CC(SCc1ccccc1)C(=O)N/N=C/c1ccc2c(c1)OCO2 (configuration not stated)	·	·	-14	·	-12	-7	-3	-10	7
Cc1ccccc1NC(=O)c1ccccc1NC(=O)c1ccco1	87	99	11	95	-17	-2	-12	-5	10
CCC(=O)N(Cc1ccco1)c1nc(-c2ccc(OC)cc2)cs1	45	88	·	43	-8	-2	-8	9	-5
COc1cc(C(=O)NCCCNc2nc3cc(C)cc(C)c3cc2C#N)cc(OC)c1OC	59	94	1	85	-21	4	5	4	-2

Not all compounds are listed (hit frequency here may not be typical).
